D1 antagonist: human D1 dopamine receptor antagonism; activity change, negative = inhibition, % at 10 µM; P21728; 360,000 compounds, 3.2% hits; HEK293 TREx D1 cells, calcium flux, dopamine EC80; stronger effect = lower value; AID 504652; in the data active = activity change below about -30%; also: % is scaled to controls: 0 for no effect and ±100 for the full control effect
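Using tetracycline-induced force-coupled D1 Hek293 cells and a calcium dye, signals were followed for 180 s after compound, then for 180 s after EC80 dopamine, to detect inhibitors.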
TRHR enhancer: allosterically enhances the human TRH receptor; 360,000 compounds, 0.66% hits; enhancement, % at 2 µM; TRHR cells, fluo-8 calcium fluorescence, EC20 TRH enhancement; P34981; AID 493056; in the data active = enhancement above about 30%; also: 0% is about no effect
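TRHR-expressing cells loaded with fluo-8 calcium dye were read kinetically (ex 480/em 530) during compound addition, then stimulated with an EC20 of TRH (10 nM final). Enhancement of the Gq-mediated intracellular calcium response was scored.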
D2 ag: D2 dopamine receptor (human) agonism; P14416; HEK293 T-REx D2 cells, calcium flux agonist mode; activation, % at 2 µM; 340,000 compounds, 0.53% hits;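 active = activation over 3 SD above normal in the single-dose calcium agonist read, cut at about 30% in these data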; also: 0% is about no effect
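In this primary screen, compounds producing a positive calcium signal within 180 s of addition to tetracycline-induced, force-coupled HEK293 Trex D2 cells are flagged; cells are dye-loaded with a no-wash calcium kit beforehand.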
D1 potentiator: human D1 dopamine receptor positive modulation | P21728 | HEK293 TREx D1 cells, calcium flux, dopamine EC20 potentiation | potentiation, % at 10 µM | 360,000 compounds, 0.036% hits; in the data active = potentiation above about 30%; also: 0% is about no effect
D2 antag: antagonists of human D2 dopamine receptor; HEK293 TREx D2 cells, calcium flux, dopamine EC80; AID 485344; P14416; 340,000 compounds, 2% hits; inhibition, % at 10 µM; in the data active = inhibition above about 30%; also: 0% is about no effect
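Dopamine at EC80 is the agonist stimulus; test compounds precede it by 180 s. Calcium flux read kinetically in a force-coupled, inducible HEK293 T-REx D2 cell line.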
RXFP1 antagonist: RXFP1 (human) relaxin receptor antagonism; Q9HBX9; HEK293-RXFP1, relaxin-stimulated cAMP HTRF, 30 min; stronger effect = lower value; activity change, negative = inhibition, % at 57.5 µM; 350,000 compounds, 0.59% hits; AID 1259400;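 active = activity change of -60% or lower, but not beyond a set lower limit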; also: % is scaled to controls: 0 for no effect and ±100 for the full control effect
Target sequence (Q9HBX9 whole entry, looked up): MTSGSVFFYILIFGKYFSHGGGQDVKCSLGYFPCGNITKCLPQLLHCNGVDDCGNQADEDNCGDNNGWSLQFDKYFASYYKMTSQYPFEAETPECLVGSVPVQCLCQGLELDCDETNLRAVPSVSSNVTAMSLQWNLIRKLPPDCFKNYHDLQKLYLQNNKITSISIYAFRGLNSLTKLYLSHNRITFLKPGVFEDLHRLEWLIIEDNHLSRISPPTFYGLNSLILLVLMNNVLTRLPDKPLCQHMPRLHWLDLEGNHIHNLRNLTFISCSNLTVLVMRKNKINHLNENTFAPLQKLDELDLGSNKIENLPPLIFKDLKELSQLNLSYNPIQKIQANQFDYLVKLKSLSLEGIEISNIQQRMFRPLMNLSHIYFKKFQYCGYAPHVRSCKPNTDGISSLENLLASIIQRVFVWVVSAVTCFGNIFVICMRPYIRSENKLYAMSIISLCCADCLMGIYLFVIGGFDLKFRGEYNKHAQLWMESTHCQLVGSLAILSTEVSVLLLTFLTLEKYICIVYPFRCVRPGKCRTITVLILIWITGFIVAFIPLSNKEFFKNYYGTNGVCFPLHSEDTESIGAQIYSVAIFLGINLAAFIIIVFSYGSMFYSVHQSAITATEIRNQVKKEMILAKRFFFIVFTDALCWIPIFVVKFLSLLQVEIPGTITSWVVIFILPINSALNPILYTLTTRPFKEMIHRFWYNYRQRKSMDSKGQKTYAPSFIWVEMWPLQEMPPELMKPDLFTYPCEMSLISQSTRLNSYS
D2 potentiator: D2 dopamine receptor (human) potentiation. P14416. HEK293 T-REx D2, calcium flux, EC20 dopamine potentiation. potentiation, % at 10 µM. 340,000 compounds, 0.34% hits. AID 485347;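 active = potentiation over 3 SD above the plate norm, cut at about 30% in these data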; also: 0% is about no effect
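Calcium flux readout, no-wash dye, 1 read/s. Inducible HEK293 Trex D2 line, overnight 30 C. Compound alone 180 s (agonist flags), then EC20 dopamine, another 180 s to score potentiation.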
TRHR agonist: agonists of human TRH receptor; P34981; TRHR cells, calcium flux fluo-8, FDSS agonist mode; activation, % at 2 µM; 360,000 compounds, 0.18% hits; also: 0% is about no effect
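In this calcium-flux screen, cells bearing human TRHR are dye-loaded with fluo-8, baselined for 10 cycles, then exposed to library compounds; positive kinetic calcium responses during the agonist phase mark hits, with TRH as control.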
D1 ag: agonists of human D1 dopamine receptor; HEK293 T-REx D1 cells, calcium flux, agonist mode; P21728; activation, % at 2 µM; AID 504660; 360,000 compounds, 1% hits; also: 0% is about no effect
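Tetracycline-induced HEK293 TREx D1 cells, force-coupled to calcium signalling, were dye-loaded with a no-wash calcium kit. Compound was pin-added after a 10 s baseline. Fluorescence was read kinetically at 1 cycle/s for 180 s, with calcium rises flagged as agonism.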
Starred values were filed as active, the others as inactive; · = not tested or not shown. Rule as the data show it, unless noted: active = activation above about 30%; inactive = the rest.

SMILES | D1 antagonist | TRHR enhancer | D2 ag | D1 potentiator | D2 antag | RXFP1 antagonist | D2 potentiator | TRHR agonist | D1 ag
CN(C)C(=O)C(NC(=O)c1ccccc1)=C(Cl)Cl | -0.4 | -1.7 | 4.8 | -3.0 | -1.0 | 0.5 | 10.0 | -0.1 | 0.7
CCN(CC(=O)NCc1ccc(Cl)cc1)C(=O)c1oc2ccccc2c1C | 27.0 | -22.2 | -0.2 | 0.3 | 15.4 | -8.3 | -5.6 | -0.1 | -3.0
CCSc1cc(C)nc2c(-c3ccccc3)c(C)nn12 | -2.1 | 4.6 | 0.1 | -2.1 | 7.9 | -7.3 | 19.8 | -0.1 | 1.8
Cc1cccc2cc(C3CC(c4cccs4)=NN3C(=O)CCC(=O)O)c(Cl)nc12 (stereo unspecified) | -0.7 | 3.1 | 0.7 | -6.0 | -0.7 | -35.2 | 12.3 | 0.0 | 0.5
O=S(=O)(NCCCN1CCOCC1)c1ccc2c(c1)OCCO2 | 9.3 | -1.3 | -0.5 | 2.1 | -16.5 | 0.5 | -5.3 | 1.1 | 2.4
O=C(O)c1cccc(Nc2cc(Cl)c3nonc3c2[N+](=O)[O-])c1 | -3.6 | -0.3 | 4.5 | -5.5 | 10.8 | 5.3 | 2.6 | -0.1 | 3.5
CC(C)(C)c1ccc(S(=O)(=O)N2CCCC2C(=O)N2CCOCC2)cc1 (stereo unspecified) | -3.7 | 0.8 | 2.0 | 2.5 | -16.2 | 9.3 | -12.8 | 0.3 | 1.9
Cc1cc(C(=O)NCc2ccc3c(c2)OCO3)c(C)o1 | -8.2 | 0.3 | -0.4 | -2.5 | 3.4 | 11.4 | 8.5 | -0.3 | 3.0
CC1CCCCN1CCCNC(=O)Cn1ncc2c3ccccc3n(Cc3ccccc3F)c2c1=O (stereo unspecified) | 10.4 | 1.1 | -0.7 | 4.5 | · | -2.5 | -3.6 | -0.3 | 10.1
C/C(=N/NS(=O)(=O)c1ccc(C)cc1)c1ccc2c(c1)OCO2 | 0.7 | 1.1 | -0.5 | 8.4 | -3.6 | -6.2 | 8.4 | -0.9 | 6.9
Cc1ccc(CN2CC(C(=O)NNC(=O)c3ccc(F)cc3)CC2=O)cc1 (stereo unspecified) | 0.4 | 8.6 | 0.5 | -0.4 | 11.1 | 2.4 | 10.0 | -0.2 | 0.0
COc1ccc(CNC(=O)C2CCN(c3nc4ccccc4[nH]3)CC2)cc1OC | 6.7 | -12.9 | · | 2.0 | · | -15.4 | 16.7 | 0.6 | 2.8
O=C(CN1CCN(C(=O)c2ccco2)CC1)Nc1ccc(Br)cc1 | -2.7 | 0.5 | 0.1 | -2.5 | -4.8 | -13.2 | 0.2 | -0.7 | 6.0
CCCN1C(=O)c2[nH]nc(-c3ccccc3O)c2C1c1ccc(OCc2ccccc2)c(OC)c1 (stereo unspecified) | -0.5 | -9.8 | · | 4.0 | · | -28.2 | 11.5 | -0.2 | 0.7
O=C(NC1CCCN(CCc2ccccc2)C1)C1CCCC1 (stereo unspecified) | 15.7 | 2.3 | · | -1.1 | · | -13.5 | -13.2 | 0.2 | 1.4
CCN1CCN(C(c2cccs2)C(C)NC(=S)NC2CCCCC2)CC1 (stereo unspecified) | -8.1 | 2.1 | 0.8 | -3.4 | -3.6 | -0.4 | -3.1 | 0.9 | 5.1
CC(C)(C)c1csc(NC(=O)CS(=O)(=O)c2ccccc2)n1 | 7.8 | -2.1 | -1.8 | 6.7 | -5.5 | -4.3 | 2.4 | -0.3 | 0.0
CS(=O)(=O)NCC(c1cccnc1)N1CCN(c2ccc(F)cc2)CC1 (stereo unspecified) | -5.4 | 14.2 | -0.7 | -0.9 | -40.9 | · | 1.9 | -1.2 | 1.1
NNC(=O)c1sc2cc(C(F)(F)F)cnc2c1-c1cccs1 | -4.4 | 2.3 | 1.0 | 0.3 | 3.1 | -39.8 | 12.0 | 2.5 | -0.2
Cc1cc(C)n2nc(SCc3cc(=O)oc4cc(C)c(C)cc34)nc2n1 | -15.7 | 3.8 | 0.4 | -3.0 | -8.2 | · | 1.2 | -3.7 | -0.3
Cc1cc2c(cc1S(N)(=O)=O)S(=O)(=O)CCC2 | 10.0 | -0.9 | -0.7 | -6.5 | 3.7 | -10.7 | 4.0 | 0.4 | -0.7
COc1ccc(-c2csc(NC(=S)NC(=O)c3cccs3)n2)cc1OC | 1.4 | 2.3 | -0.2 | 0.0 | 0.7 | -12.8 | -10.7 | 0.0 | 1.7
Cc1nc(C)c(-c2nnc(-c3ccc(C(C)(C)C)cc3)o2)cc1C(=O)NN | 13.1 | -15.3 | 2.0 | 2.8 | -4.0 | -1.3 | 4.4 | 1.1 | 1.3
COc1cccc(C2CC(c3ccccc3)=NN2S(=O)(=O)c2ccc(C)cc2)c1OC (stereo unspecified) | -15.9 | 21.7 | 1.0 | -0.5 | -1.3 | -13.8 | 2.2 | 1.2 | 6.8
C/C(=N\O)C(=O)OC1CC(C)CCC1C(C)C (stereo unspecified) | 17.8 | -4.1 | -3.0 | -4.2 | -13.9 | -25.0 | -2.6 | -0.5 | 1.3

Given as a markdown table: entries from further up
| structure | D1 antagonist | TRHR enhancer | D2 ag | D1 potentiator | D2 antag | RXFP1 antagonist | D2 potentiator | TRHR agonist | D1 ag |
| --- | --- | --- | --- | --- | --- | --- | --- | --- | --- |
| C/C(=N/NS(=O)(=O)c1ccc(C)cc1)c1ccc2c(c1)OCO2 | 0.7 | 1.1 | -0.5 | 8.4 | -3.6 | -6.2 | 8.4 | -0.9 | 6.9 |
| Cc1ccc(CN2CC(C(=O)NNC(=O)c3ccc(F)cc3)CC2=O)cc1 (stereo unspecified) | 0.4 | 8.6 | 0.5 | -0.4 | 11.1 | 2.4 | 10.0 | -0.2 | 0.0 |
| COc1ccc(CNC(=O)C2CCN(c3nc4ccccc4[nH]3)CC2)cc1OC | 6.7 | -12.9 | · | 2.0 | · | -15.4 | 16.7 | 0.6 | 2.8 |
| O=C(CN1CCN(C(=O)c2ccco2)CC1)Nc1ccc(Br)cc1 | -2.7 | 0.5 | 0.1 | -2.5 | -4.8 | -13.2 | 0.2 | -0.7 | 6.0 |

The results go on:
SMILES | D1 antagonist | TRHR enhancer | D2 ag | D1 potentiator | D2 antag | RXFP1 antagonist | D2 potentiator | TRHR agonist | D1 ag
CC(C)NC(=S)N1CCN(C/C=C/c2ccccc2)CC1 | 9.5 | -0.7 | 0.5 | -3.4 | 5.5 | -13.2 | -12.4 | 0.4 | 6.0
CN(CCCC(=O)Nc1ccncc1)S(=O)(=O)c1ccc(Cl)cc1 | -28.6 | 13.8 | -0.5 | -7.2 | -9.6 | -2.9 | 16.9 | -0.8 | 15.1
C#Cc1ccc([C@@H]2C=C(C(=O)O)O[C@H](OCCCCO)C2)cc1 | 11.0 | 0.1 | -0.3 | -2.6 | 9.5 | · | 3.3 | -0.3 | -5.0
NC(=O)C1CCCNC1 (stereo unspecified) | 1.8 | 6.6 | 1.6 | -0.5 | 46.6* | · | -12.4 | -0.2 | 0.3
CCc1ccc2c(c1)C(=O)C(=O)N2CC(=O)Nc1ccc(NC(=O)c2ccccn2)cc1 | -10.6 | -1.8 | -0.4 | -6.0 | -6.3 | -17.5 | 12.6 | -0.3 | 1.2
CC1=C(C)CC(C(=O)Nc2nc(C)cs2)C(C(=O)O)C1 (stereo unspecified) | -0.7 | 3.6 | -0.2 | 0.3 | 4.6 | 2.3 | 0.8 | 0.2 | 1.6
COC(=O)CCCCCCCCC(O)C[N+]1(C)CCOCC1 (stereo unspecified) | 10.4 | 1.8 | 1.5 | -1.9 | -8.6 | -3.8 | -2.6 | 0.4 | 0.4
O=C(O)c1ccccc1P(=O)(c1ccccc1)c1ccccc1 | 1.1 | 6.1 | -1.2 | 13.4 | -3.8 | -19.0 | 10.9 | 0.5 | 4.2
C=CCNC(=O)/C(=C\c1ccc(OC)cc1)NC(=O)c1ccc([N+](=O)[O-])cc1 | -22.2 | 0.2 | 0.5 | 1.9 | -14.3 | -1.8 | -5.2 | 0.5 | 6.1
COc1ccc(Cc2nnc(NC(=O)Nc3ccccc3)s2)cc1OC | 30.1 | -0.6 | -0.2 | -2.6 | -11.3 | -3.2 | 6.2 | -0.1 | -0.5
COc1cc(OC)c(NS(=O)(=O)c2c(C(=O)N3CCC(C)CC3)c(C)n(C)c2C)cc1Cl | -20.3 | -6.8 | 1.3 | 2.4 | · | 2.4 | -0.7 | 0.4 | 0.4
Cn1c(N)c(C(=O)CSc2nnc(-c3cccs3)n2C2CC2)c(=O)[nH]c1=O | -13.0 | -0.6 | 76.9* | -3.8 | 19.4 | 3.3 | -20.7 | 0.4 | 4.9
COc1cc(CNc2ccc(N3CCN(C(C)=O)CC3)cc2)ccc1OCc1ccc(F)cc1 | -22.7 | -3.3 | 0.6 | -8.0 | -4.1 | 16.4 | 3.2 | 0.6 | 7.9
CCCCc1ccc(NC(=O)CSc2nc3ccccc3nc2N2CCOCC2)cc1 | -2.8 | 7.4 | 0.3 | -3.7 | · | · | -4.1 | 4.5 | 5.9
COC(=O)CSCC(=O)Nc1nnc(-c2cccc(C)c2)s1 | -3.5 | 3.5 | -0.4 | -2.1 | -2.8 | 1.3 | 6.2 | -0.2 | 3.0
COC(=O)NCC(c1cccnc1)N1CCN(c2ccccc2OC)CC1 (stereo unspecified) | 1.2 | 3.2 | -0.2 | -0.1 | -4.0 | -12.3 | 22.4 | 0.6 | 0.4
Clc1ccc(COc2ccccc2CNCc2cccnc2)cc1 | -23.7 | -2.2 | -0.6 | -5.0 | 14.2 | -8.9 | -14.3 | 1.1 | 13.4
COc1ccc2[nH]c(C(=O)O)c(CCC(=O)O)c2c1 | -12.2 | -7.9 | 0.2 | -0.1 | 27.5 | -4.6 | 18.8 | 0.2 | 1.8
O=C(O)C1CCc2sc3[nH]c(=S)n(-c4ccccc4)c(=O)c3c21 (stereo unspecified) | -2.5 | 1.5 | 2.7 | 1.4 | -3.2 | 0.2 | 8.2 | -0.4 | 5.1
O=S(=O)(Cc1cc(N2CCOCC2)nc(-c2ccccn2)n1)c1ccccc1 | -4.7 | -0.6 | 0.0 | 1.9 | -9.6 | -15.6 | 10.7 | 0.3 | 2.3
Cc1ccc(-c2nc3ncccc3o2)cc1NC(=O)c1ccccc1Br | 5.5 | -6.5 | -0.4 | -0.2 | · | -7.2 | -2.8 | -0.9 | -1.3
O=C(COc1ccc(S(=O)(=O)N2CCCC2)cc1Cl)NCc1ccco1 | -4.6 | 10.5 | -0.4 | -4.3 | 4.9 | 10.2 | 13.2 | 0.7 | 4.9
CC(C)c1nc(-c2ccccn2)no1 | 12.8 | 4.4 | -0.5 | -1.9 | -7.0 | 9.6 | -2.5 | -0.1 | 1.6
CN1CC(=O)NC1=NC(=O)c1cc(F)c(F)cc1Cl | 2.0 | 21.6 | 0.1 | 2.0 | 12.2 | -10.8 | 5.3 | 0.3 | 1.0
O=C(CC(Cc1ccccc1)C(=O)O)Nc1ccc(Cl)c(Cl)c1 (stereo unspecified) | -2.0 | -3.3 | -0.6 | -6.2 | 3.8 | 6.0 | 2.3 | 0.2 | 1.0

Records listed above shown as hits in D2 antag.
canonical_smiles	D1 antagonist	TRHR enhancer	D1 potentiator	D2 antag	RXFP1 antagonist	D2 potentiator	TRHR agonist	D1 ag
NC(=O)C1CCCNC1 (stereo unspecified)	1.8	6.6	-0.5	46.6*	·	-12.4	-0.2	0.3
